Screens deposited in PubChem by National Center for Advancing Translational Sciences (NCATS).
DT40 TDP1 no CPT – qHTS for Inhibitors of human tyrosyl-DNA phosphodiesterase 1 (TDP1): qHTS in cells in absence of CPT; DT40 Tdp1-/- hTDP1 cells, no CPT, ATP luminescence, 48 h; Potency, µM (series often up to 46.2 µM), inactives show at the top dose activity change, negative = growth inhibition, hits mostly inhibitors; 15% of 420,000 active; AID 686978, 2013; also: nearly all actives have a fitted effect of over 55% in size
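Seeded 400 DT40-hTDP1 cells/well (vehicle DMSO, no 20 nM CPT); pinned compounds; ≥48 hr at 37 °C; CellTiter-Glo luminescence as viability measure.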
TDP1 block – inhibitors of human tyrosyl-DNA phosphodiesterase TDP1; Q9NUW8; recombinant TDP1, AlphaScreen DNA substrate cleavage; Potency, µM (highest dose often 130 µM), for inactives: at the top dose activity change, negative = inhibition, hits mostly inhibitors; 0.28% of 350,000 active; also: nearly all actives have a fitted effect of over 40% in size
Target sequence (Q9NUW8 whole entry, looked up): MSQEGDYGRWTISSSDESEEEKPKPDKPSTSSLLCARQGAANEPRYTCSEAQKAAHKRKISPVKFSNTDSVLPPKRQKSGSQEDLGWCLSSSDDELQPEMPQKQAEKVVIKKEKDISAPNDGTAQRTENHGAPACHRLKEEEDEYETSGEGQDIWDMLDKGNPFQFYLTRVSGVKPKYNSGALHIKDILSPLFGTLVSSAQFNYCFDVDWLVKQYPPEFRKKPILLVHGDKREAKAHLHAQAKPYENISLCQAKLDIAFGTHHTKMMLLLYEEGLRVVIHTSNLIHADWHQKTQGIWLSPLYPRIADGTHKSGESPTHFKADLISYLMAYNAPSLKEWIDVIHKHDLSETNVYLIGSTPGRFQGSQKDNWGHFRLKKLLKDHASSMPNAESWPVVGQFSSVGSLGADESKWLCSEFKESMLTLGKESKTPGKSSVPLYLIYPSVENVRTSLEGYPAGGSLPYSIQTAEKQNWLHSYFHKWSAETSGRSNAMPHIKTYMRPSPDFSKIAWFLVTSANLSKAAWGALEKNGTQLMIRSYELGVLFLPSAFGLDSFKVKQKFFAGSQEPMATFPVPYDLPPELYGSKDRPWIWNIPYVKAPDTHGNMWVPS
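Enzyme-compound mixtures sat 15 min at room temperature, followed by a 5 min reaction with 15 nM final substrate and 10 min with AlphaScreen beads. Recombinant human Tdp1 was used at 1 nM final.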
TDP1 cell CPT – DT40-hTDP1 cell growth loss with CPT; chicken DT40 Tdp1-/-;hTDP1 cells + 20 nM CPT, ATP luminescence, 48 h; Potency, µM (doses to about 46.2 µM), without a hit: at the highest dose activity change, negative = growth inhibition, actives largely listed as inhibitors; 12% of 420,000 active; AID 686979; also: nearly all actives have a fitted effect of over 55% in size
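Cell growth measured by CellTiter-Glo luminescence after a minimum 48 h, 37 C compound exposure with 20 nM CPT in Tdp1-knockout DT40 cells stably expressing hTDP1, seeded 400/well; qHTS titration format.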
* hit, by the source's call; ? = inconclusive; nt = not tested or not shown; & = joins results of further samples; [ ] = remark or other dose. Calls follow the shape of the dose curve; as a rule, active = well fitted curve in the direction sought with a large enough effect; inconclusive = small, poorly fitted or top-dose-only effect, or another doubt; inactive = no such curve, though single readings can be large; an effect the other way counts as inactive or inconclusive. % is scaled to controls: 0 for no effect and ±100 for the full control effect; potency is read from the fitted curve at half-maximal effect.

1: CCOc1ccc(S(=O)(=O)Nc2ccc(C(=O)N(C)CC(=O)Nc3ccc(OC)cc3)cc2)cc1
2: O=C(CCSCc1cccc(Cl)c1)NCCc1ccc(Cl)cc1
3: COc1ccccc1NS(=O)(=O)c1ccc(C)c(NC(=O)NCCCl)c1
4: Cc1cccc(Cc2nnc(CCC(=O)NCc3cn4ccccc4n3)o2)c1
5: CC(C)C(NC(=O)OCc1ccccc1)C(=O)OCC(=O)NCc1ccco1 (stereo not given)
6: COc1ccccc1C(=O)Nc1cccc(C(=O)OCc2cc(=O)n3nc(C)sc3n2)c1
entry no. | 1 | 2 | 3 | 4 | 5 | 6
DT40 TDP1 no CPT | -25% | ? | ? | -24% | -14% | -18%
TDP1 block | nt | -8%&-3% | 1% | -8% | -8% | 9%
TDP1 cell CPT | ? | -25%&-26% | ? | -27% | ? | 2%

7: Nc1ccc2c(Cl)cc(Cl)cc2c1
8: COc1ccc(Nc2nc(C)cc(-c3cc(-c4ccccc4)on3)n2)cc1
9: O=C(CN1CCC(NC(=O)c2ccccc2F)CC1)Nc1ccc2c(c1)OCCO2
10: COC(=O)/C(C#N)=C/c1c(-c2ccccc2)nc2n1CCS2
11: COc1cc2[nH]c(C(=O)NCCc3ccccc3)cc2c(OC)c1OC
12: O=C(CCc1ccccc1)NNC(=O)c1cc(Cl)ccc1O
entry no. | 7 | 8 | 9 | 10 | 11 | 12
DT40 TDP1 no CPT | -25% | ? | -25% | ? | ? | 23µM*
TDP1 block | nt | nt | 4% | 3% | nt | nt
TDP1 cell CPT | -13% | -25% | 0% | -20% | -15% | ?

13: CN1OC[C@@H]2CN(C(=O)CCc3ccccc3)[C@H](c3cccc(Oc4ccccc4)c3)C[C@@H]21
14: CCN1C(=O)[C@@H]2[C@@H](c3ccc(-c4ccc5c(c4)OCO5)cc3)N3CCCC[C@@]3(C(=O)OC)[C@@H]2C1=O
15: Cc1cc(C)c2c(c1)c(C)cc1nnc(SCC(=O)c3ccc(F)cc3)n12
16: NC(CCC(=O)O)C12CC3CC(CC(C3)C1)C2 (stereo not given)
17: CCc1nc2c(OCc3cc(Cl)cc(Cl)c3)cccn2c1N(C)C(=O)c1ccc(OC)cc1
18: CC(=O)Nc1ccccc1Nc1cc(C#N)c(C#N)cc1[N+](=O)[O-]
entry no. | 13 | 14 | 15 | 16 | 17 | 18
DT40 TDP1 no CPT | ? | 21µM* | ? | 1% | 16µM* | ?
TDP1 block | nt | 7% | -9% | 5% | nt | 1%
TDP1 cell CPT | ? | 15µM* | ? | -2% | 18µM* | ?

19: CCn1c(SCC(=O)Nc2cc(C)on2)nnc1-c1ccc(S(=O)(=O)N2CCCC2)cc1
20: COc1cc(OC)c(OC)cc1CN1CCN(Cc2ccco2)CC1
21: CC(=O)N1CC(=O)N(CC(=O)Nc2ccc(Br)cc2)C1=S
22: CN(C)C(CNC(=O)c1cc(Br)c(Br)s1)c1ccco1 (stereo not given)
23: CNc1ccc(Br)cc(C(=O)/C=C/c2cccc(OC)c2OC)c1=O
24: Cc1ccc(CN2C(=O)C(Cc3ccccc3)Nc3ncnc(N4CCN(c5ccccc5)CC4)c32)cc1 (stereo not given)
entry no. | 19 | 20 | 21 | 22 | 23 | 24
DT40 TDP1 no CPT | -10% | 8% | -23% | ? | 1% | ?
TDP1 block | -5% | nt | -2% | nt | 4%[56.1 µM] | 4%
TDP1 cell CPT | -17% | 19% | -13% | ? | -13% | ?

25: CS(=O)(=O)N1N=C(c2cccs2)CC1c1ccccc1 (stereo not given)
26: NC(=O)C1(c2ccccc2)CCCN1C(=O)c1ccc(Br)cc1 (stereo not given)
27: O=C(CCCSc1nc2ccccc2c(=O)[nH]1)c1ccc(F)cc1
28: Cc1cccc(/C=N\Nc2cn[nH]c(=O)c2Cl)c1
29: CN1CCN(NS(=O)(=O)c2ccc(Cl)cc2)CC1
30: COc1ccccc1-n1c(SCC(=O)N2CCOCC2)nc(O)cc1=O
entry no. | 25 | 26 | 27 | 28 | 29 | 30
DT40 TDP1 no CPT | -14% | ? | ? | -18% | 0% | 13%
TDP1 block | 0% | 5% | 3% | 2% | 11% | 5%
TDP1 cell CPT | -19% | -23% | 12µM* | ? | -1% | -12%

31: O=C(NCc1ccc(F)cc1)N[C@@H](Cc1ccccc1)C(=O)O
32: NCCCC[C@H](N)c1nnc([C@H](CC(=O)O)NC(=O)C2CCNCC2)o1
33: CS(=O)c1ccccc1O (stereo not given)
34: COc1ccccc1-n1c(=S)sc2c(=O)n(Cc3ccco3)c(SC)nc21
35: CCC(=O)N1CCCn2c1nc1ccccc12
36: COc1ccc(-c2nn(-c3ccccc3)cc2C(=O)n2nnc3ccccc32)cc1
entry no. | 31 | 32 | 33 | 34 | 35 | 36
DT40 TDP1 no CPT | -13% | 6% | 17% | -12% | 5% | -44%
TDP1 block | 4% | 8% | 3% | 9% | -1% | 2%
TDP1 cell CPT | 0% | 6% | 22% | -11% | 1% | 21µM*

37: COc1cccc(C(Nc2ccccn2)c2oc(CO)cc(=O)c2O)c1 (stereo not given)
38: Cc1ccccc1C(=O)NCCCNC(=O)c1ccccc1C
39: COc1ccccc1C(=O)NCCn1cc(SCC(=O)Nc2nnc(C)s2)c2ccccc21
40: COc1ccc(CCNC(=O)COC(=O)/C=C/c2cccc(F)c2)cc1
41: Cc1c(C)c2ccc(OC(C)C(=O)N[C@@H](Cc3c[nH]c4ccccc34)C(=O)O)c(C)c2oc1=O (stereo not given in full)
42: O=C(c1cc(Cl)ccc1Cl)N1CCOCC1
entry no. | 37 | 38 | 39 | 40 | 41 | 42
DT40 TDP1 no CPT | 1% | -4% | -28% | 5% | 0% | -3%
TDP1 block | -4% | nt | 5% | 0% | nt | 4%
TDP1 cell CPT | -22% | -2% | ? | -9% | 1% | -21%

43: CN(C)c1cccc(C(=O)NNC(=S)NC2CCCC2)c1
44: CCCCN(C=O)c1c(CC)nc2ccc(C(=O)N3CCN(C)CC3)cn12
45: CC(=O)c1cc2c(cc1NC(=O)CN1CCN(c3cccc(C(F)(F)F)c3)CC1)OCO2
46: Cc1ccnn1CCC(=O)O
47: COc1ccc(NC(=O)Nc2ccc(CC(=O)O)cc2)cc1
48: COc1ccc(C=O)cc1COc1ccc2c(c1)OCO2
entry no. | 43 | 44 | 45 | 46 | 47 | 48
DT40 TDP1 no CPT | -27% | -4% | ? | 25% | -2% | 4.6µM*
TDP1 block | 3% | nt | 0% | 2% | -2% | 6%
TDP1 cell CPT | ? | -3% | -30% | 0% | -12% | 3.7µM*

49: COCCCN1C(=O)C(O)=C(C(=O)c2ccco2)C1c1ccc(Br)cc1 (stereo not given)
50: O=C1CC(=O)CC(c2ccccc2Cl)C1
51: CCN(CC(=O)NCc1cccs1)C(=O)c1cc(Br)ccc1O
52: O=c1c2ccccc2n2c(-c3ccc(Cl)cc3)nnc2n1CCc1ccccc1
53: CN1C(=O)c2c(C(=O)Nc3ccc(Oc4ccncc4)cc3)[nH]c(-c3ccccc3)c2C1=O
54: CCCC1(C(=O)O)NC(c2ccc(OC)cc2O)C2C(=O)N(c3ccc(OC)cc3)C(=O)C21 (stereo not given)
entry no. | 49 | 50 | 51 | 52 | 53 | 54
DT40 TDP1 no CPT | -2% | 5% | -30% | 18µM* | -16% | -1%
TDP1 block | 1% | -2% | 0% | 6% | nt | 5%
TDP1 cell CPT | -17% | -5% | ? | ? | 7% | -12%

55: Cc1ccc2[nH]c(=O)c3cc(C(=O)N(C)c4ccc(Br)cc4)sc3c2c1
56: Cc1cccc(C)c1OCC(=O)Nc1ccc(N2CCOCC2)cc1
57: CCCn1c(SCc2nc3sc(C)c(C)c3c(=O)[nH]2)nc2ccccc2c1=O
58: CC(Oc1ccc(Br)cc1)C(=O)Nc1ccc(S(=O)(=O)NC2=NCCCCC2)cc1 (stereo not given)
59: O=C(CCN1CCN(Cc2ccccc2)CC1)Nc1cccc(Br)c1
60: O=C(CCCc1ccccc1)NCCCN1CCOCC1
entry no. | 55 | 56 | 57 | 58 | 59 | 60
DT40 TDP1 no CPT | 3.3µM* | -20% | 15µM* | ? | 16µM* | -2%
TDP1 block | -1% | 3% | 1% | nt | nt | 2%
TDP1 cell CPT | 3.7µM* | -4% | ? | ? | 16µM* | -2%

Given with two lines to a compound: part of the list above.
Sequence of screens: DT40 TDP1 no CPT	TDP1 block	TDP1 cell CPT
57	CCCn1c(SCc2nc3sc(C)c(C)c3c(=O)[nH]2)nc2ccccc2c1=O
→ 15µM*	1%	?
56	Cc1cccc(C)c1OCC(=O)Nc1ccc(N2CCOCC2)cc1
→ -20%	3%	-4%

A draw from above in order of count of non-hydrogen atoms, ascending:
46: Cc1ccnn1CCC(=O)O
50: O=C1CC(=O)CC(c2ccccc2Cl)C1
60: O=C(CCCc1ccccc1)NCCCN1CCOCC1
47: COc1ccc(NC(=O)Nc2ccc(CC(=O)O)cc2)cc1
51: CCN(CC(=O)NCc1cccs1)C(=O)c1cc(Br)ccc1O
59: O=C(CCN1CCN(Cc2ccccc2)CC1)Nc1cccc(Br)c1
55: Cc1ccc2[nH]c(=O)c3cc(C(=O)N(C)c4ccc(Br)cc4)sc3c2c1
57: CCCn1c(SCc2nc3sc(C)c(C)c3c(=O)[nH]2)nc2ccccc2c1=O
entry no. | 46 | 50 | 60 | 47 | 51 | 59 | 55 | 57
DT40 TDP1 no CPT | 25% | 5% | -2% | -2% | -30% | 16µM* | 3.3µM* | 15µM*
TDP1 block | 2% | -2% | 2% | -2% | 0% | nt | -1% | 1%
TDP1 cell CPT | 0% | -5% | -2% | -12% | ? | 16µM* | 3.7µM* | ?

52: O=c1c2ccccc2n2c(-c3ccc(Cl)cc3)nnc2n1CCc1ccccc1
58: CC(Oc1ccc(Br)cc1)C(=O)Nc1ccc(S(=O)(=O)NC2=NCCCCC2)cc1 (stereo not given)
54: CCCC1(C(=O)O)NC(c2ccc(OC)cc2O)C2C(=O)N(c3ccc(OC)cc3)C(=O)C21 (stereo not given)
entry no. | 52 | 58 | 54
DT40 TDP1 no CPT | 18µM* | ? | -1%
TDP1 block | 6% | nt | 5%
TDP1 cell CPT | ? | ? | -12%

(cont.)
61: CNc1snc(C)c1C(=O)OC(C)C(=O)c1ccc(F)cc1 (stereo not given)
62: COc1ccc(C2(C(=O)Nc3ccc(S(N)(=O)=O)cc3)CCCC2)cc1
63: CCOc1ccc(NC(=O)c2cc([N+](=O)[O-])ccc2N2CCOCC2)cc1
64: Cc1ccc(SCC(=O)c2c(C)[nH]c3ccccc23)cc1
65: OCCN1CNC(=S)NC1
66: CCCCOc1cccc(OCC(=O)Nc2nc3ccccc3[nH]2)c1
entry no. | 61 | 62 | 63 | 64 | 65 | 66
DT40 TDP1 no CPT | 21µM* | ? | ? | -9% | -4% | ?
TDP1 block | 0% | 2% | 3%[0.505 µM] | 3% | nt | 0%
TDP1 cell CPT | 18µM* | ? | ? | 18% | 10% | 21µM*

67: C=CCC[C@@H](Cc1ccc(F)cc1)C(=O)OC[C@@H]1CCCN1C(=O)[C@@H](CC=C)CC(=O)N[C@@H](CO)Cc1ccccc1
68: Oc1ccccc1-c1nc2cnccn2c1Nc1ccc2c(c1)OCCO2
69: Cc1ccc(S(=O)(=O)N2CCN(C(=O)CCC(=O)N3CCc4ccccc43)CC2)cc1
70: O=C(NN/C(=N/S(=O)(=O)c1ccc(Cl)cc1)c1ccccc1)c1cccc(Cl)c1
71: CC(=O)C1=C(O)C(=O)N(CC(=O)O)C1c1ccccc1Cl (stereo not given)
72: Cc1cc(C)nc(NS(=O)(=O)c2ccc(NC(=O)c3cccs3)cc2)n1
entry no. | 67 | 68 | 69 | 70 | 71 | 72
DT40 TDP1 no CPT | 16µM* | -28% | -18% | -17% | 17% | ?
TDP1 block | 1% | 7% | 2% | -19% | -12% | 2%
TDP1 cell CPT | 15µM* | ? | -28% | -4% | 5% | -1%

73: O=S(=O)(c1ccc2oc(=S)[nH]c2c1)N1CCOCC1
74: Cc1ccc(NCc2ccc(O)c3ncccc23)cc1
75: Cc1nc2nc(SCC(=O)NC3CCC(C)CC3)nn2c(C)c1Cc1ccccc1 (stereo not given)
76: O=C(CSc1nnc2ccccn12)NC(=O)c1cccc([N+](=O)[O-])c1
77: CCCCNC(=O)C1(C)CCN1C(=O)c1c(F)ccc(C)c1F (stereo not given)
78: CCOc1ccc2nc(SCC(=O)Nc3ccc4c(c3)OCO4)sc2c1
79: Cc1cc(NC(=O)COC(=O)Cn2[nH]c(=O)c3ccccc3c2=O)c([N+](=O)[O-])cc1C
entry no. | 73 | 74 | 75 | 76 | 77 | 78 | 79
DT40 TDP1 no CPT | ? | ? | ? | -3% | ? | ? | 0%
TDP1 block | 4% | 0% | 8% | 1% | nt | 0% | 1%
TDP1 cell CPT | ? | ? | 18µM* | 0% | ? | ? | 2%

Compounds as they come, and some 18% of all compounds hit somewhere here.
